High-throughput results from PubChem BioAssay.
NLRP3 yeast inh – blocks the NALP3 inflammasome reconstituted in yeast; Yeast reconstituted NLRP3/ASC/caspase-1, beta-gal luminescence, 24 h; inhibition, % at 10 µM; hit rate 0.39% among 330,000; AID 2825;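 active = inhibition of 50% or more; inactive = inhibition below 50%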;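 also: plate controls were induced DMSO wells for no effect and uninduced yeast grown without galactose for full effect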
mIAP block – blocks mouse intestinal alkaline phosphatase | purified mouse IAP, CDP-Star luminescence, 30 min | inhibition, % at 10 µM | hit rate 0.2% among 330,000;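 active = inhibition of at least 40% at 10 µM in the primary screen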;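 also: plate controls were DMSO with enzyme for no effect and no enzyme wells for full effect; values of inactives mirror those of a sister screen read the other way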
TIM10 inh – TIM10 yeast growth inhibition; inhibition, % at 10 µM; S. cerevisiae TIM10 strain growth, BacTiter-Glo luminescence, 24 h; AID 463195; hit rate 1.4% among 330,000;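 active = inhibition of 40% or more at the single tested concentration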;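 also: wild-type TIM10 isogenic control strain grown at permissive 25 °C; 0% = DMSO yeast wells and 100% = minimal medium wells without yeast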
hIAP activ – increases human intestinal alkaline phosphatase activity. P09923. purified human IAP, CDP-Star luminescence, 30 min; stronger effect = higher value; 1 = vehicle-only enzyme, 0 = enzyme-free background. activation factor at 10 µM. hit rate 0.16% among 330,000. AID 2524;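 active = activation factor of the enzyme at least 2-fold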; also: the source names both 10 and 20 µM as test concentration; values of inactives mirror those of a sister screen read the other way
mIAP act – increases mouse intestinal alkaline phosphatase activity. muIAP, CDP-Star luminescence, 30 min; stronger effect = higher value; 1 = vehicle-only enzyme signal, 0 = enzyme-free wells. activation factor at 10 µM. hit rate 0.24% among 330,000. AID 2805;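 active = activation factor of at least 2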; also: the source names both 10 and 20 µM as test concentration; values of inactives mirror those of a sister screen read the other way
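Assay system: mouse IAP enzyme; reagent: chemiluminescent substrate CDP-Star; dosing: test compounds delivered from DMSO solution; schedule: 30 min at room temperature; measured by: luminescence from enzymatic CDP-Star hydrolysis; controls: DMSO-only wells and no-enzyme negative control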
ATG4B inh – blocks human ATG4B protease cleavage of LC3 substrate; ATG4B cleavage of LC3-PLA2, NBD-HPC fluorescence, 1 h; AID 504462; Q9Y4P1; hit rate 0.51% among 340,000; inhibition, % at 8.33 µM; in the data active = inhibition above about 40%
Apaf1 inhib – blocks human Apaf-1 apoptosome activity. AID 489030. hit rate 0.71% among 330,000. reconstituted apoptosome caspase-3 activity, DEVD-Rh110 fluorescence. O14727. inhibition, % at 20 µM; active = inhibition of at least 40% at 20 µM;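 also: plate controls were DMSO wells for no effect and DEVD-CHO caspase inhibitor wells for full effect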
Target sequence (O14727 whole entry, looked up): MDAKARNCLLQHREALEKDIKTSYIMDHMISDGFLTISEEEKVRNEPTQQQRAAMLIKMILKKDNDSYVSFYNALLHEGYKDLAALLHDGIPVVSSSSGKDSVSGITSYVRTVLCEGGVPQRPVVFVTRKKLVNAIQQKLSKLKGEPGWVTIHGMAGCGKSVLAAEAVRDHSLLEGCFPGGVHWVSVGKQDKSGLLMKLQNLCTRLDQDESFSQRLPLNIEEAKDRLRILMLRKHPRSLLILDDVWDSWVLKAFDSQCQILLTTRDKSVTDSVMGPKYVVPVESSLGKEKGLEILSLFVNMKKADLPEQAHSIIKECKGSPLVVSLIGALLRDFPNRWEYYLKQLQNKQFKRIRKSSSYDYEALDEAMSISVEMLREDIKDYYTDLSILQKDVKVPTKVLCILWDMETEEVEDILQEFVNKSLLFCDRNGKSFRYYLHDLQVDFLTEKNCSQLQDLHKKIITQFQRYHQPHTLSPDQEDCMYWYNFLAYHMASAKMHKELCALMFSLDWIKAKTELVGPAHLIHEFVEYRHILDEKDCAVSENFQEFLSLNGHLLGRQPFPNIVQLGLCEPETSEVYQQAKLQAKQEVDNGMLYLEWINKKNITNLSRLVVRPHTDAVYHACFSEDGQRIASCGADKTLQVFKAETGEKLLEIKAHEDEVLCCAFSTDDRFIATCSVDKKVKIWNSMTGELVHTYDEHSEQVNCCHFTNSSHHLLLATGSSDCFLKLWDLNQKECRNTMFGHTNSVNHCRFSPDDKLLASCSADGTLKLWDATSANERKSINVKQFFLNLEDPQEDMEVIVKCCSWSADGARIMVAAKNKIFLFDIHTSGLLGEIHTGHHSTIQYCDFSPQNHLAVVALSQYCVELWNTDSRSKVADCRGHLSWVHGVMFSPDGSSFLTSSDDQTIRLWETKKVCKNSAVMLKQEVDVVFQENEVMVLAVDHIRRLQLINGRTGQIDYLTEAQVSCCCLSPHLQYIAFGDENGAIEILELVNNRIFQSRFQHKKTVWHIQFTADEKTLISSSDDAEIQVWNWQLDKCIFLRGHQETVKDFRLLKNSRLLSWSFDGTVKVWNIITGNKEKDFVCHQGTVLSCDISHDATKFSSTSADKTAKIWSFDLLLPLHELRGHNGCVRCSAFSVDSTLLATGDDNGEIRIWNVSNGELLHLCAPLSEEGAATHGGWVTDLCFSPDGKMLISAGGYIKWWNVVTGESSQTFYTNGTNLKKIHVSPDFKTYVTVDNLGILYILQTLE
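System: reconstituted apoptosome with Apaf-1, cytochrome c, caspase-9, procaspase-3, dATP; Signal: Rh110 fluorescence intensity; Schedule: 30 min compound preincubation, 50 min activation, room temperature; Reagent: cytochrome c trigger plus (Z-DEVD)2-Rh110 caspase-3 substrate.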
tim10-1 inh – inhibits growth of tim10-1 mutant yeast | inhibition, % at 20 µM | S. cerevisiae tim10-1 ts strain growth, BacTiter-Glo, 24 h | hit rate 2.2% among 330,000;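 active = inhibition of at least 40%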;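 also: mutant grown at 25 °C; 0% = DMSO wells with yeast and 100% = wells holding no yeast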
hIAP block – blocks human intestinal alkaline phosphatase; P09923; purified IAP, CDP-Star luminescence, 30 min; inhibition, % at 10 µM; hit rate 0.12% among 330,000;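 active = inhibition reaching a set limit with compound at 10 µM in the primary screen, cut at about 35% in these data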;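 also: plate controls were DMSO wells with enzyme for no effect and no-enzyme buffer wells for full effect; values of inactives mirror those of a sister screen read the other way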
An asterisk follows results filed as active.

1) CCCCOC(=O)C(C)c1c(C)[nH]c(=S)[nH]c1=O (centres undefined)
2) Cc1ccc(NS(=O)(=O)c2cc(C(=O)N3CCN(C)CC3)ccc2C)cc1
3) CCOC(=O)C1CCN(C(=O)CNS(=O)(=O)c2cccs2)CC1
4) CSc1ccc(CN2CCC(C(=O)NCc3ccc(C)cc3)CC2)cc1
5) Cc1c(C)c2cc3c(C)coc3cc2oc1=O
6) Clc1cc2c(c(Cn3cnc4ccccc43)c1)OCOC2
7) Cc1cc(C)n(CC(=O)N/N=C/c2ccc3c(c2)OCO3)n1
8) COc1ccc(CN2CCCCC2C(=O)Nc2ccc(OC)c(OCC(C)C)c2)cc1OC (centres undefined)

Screen / compound no. | 1 | 2 | 3 | 4 | 5 | 6 | 7 | 8
mIAP block | -10 | 10 | 7 | 0 | 4 | -12 | 1 | -20
NLRP3 yeast inh | 13 | 9 | -11 | 19 | 4 | 25 | 18 | -2
ATG4B inh | -3 | -11 | -1 | -1 | 3 | -1 | -9 | 7
hIAP block | -14 | -13 | 5 | -10 | 21 | 1 | -6 | -13
hIAP activ | 1.1 | 1.1 | 0.95 | 1.1 | 0.79 | 0.99 | 1.1 | 1.1
Apaf1 inhib | -4 | -9 | 3 | -12 | -5 | 16 | 0 | -17
TIM10 inh | -7 | 9 | 0 | -42 | 4 | 18 | 4 | 22
mIAP act | 1.1 | 0.9 | 0.93 | 1 | 0.96 | 1.1 | 0.99 | 1.2
tim10-1 inh | -12 | -6 | 13 | -56 | -16 | 26 | -2 | 21

Reprinted at random: two records from the list.
1) CCCCOC(=O)C(C)c1c(C)[nH]c(=S)[nH]c1=O (centres undefined)
8) COc1ccc(CN2CCCCC2C(=O)Nc2ccc(OC)c(OCC(C)C)c2)cc1OC (centres undefined)

Screen / compound no. | 1 | 8
mIAP block | -10 | -20
NLRP3 yeast inh | 13 | -2
ATG4B inh | -3 | 7
hIAP block | -14 | -13
hIAP activ | 1.1 | 1.1
Apaf1 inhib | -4 | -17
TIM10 inh | -7 | 22
mIAP act | 1.1 | 1.2
tim10-1 inh | -12 | 21

(more compounds)
9) CC1(CCC#N)N=C(SCCC#N)N(c2ccccc2)C1=O (centres undefined)
10) S=c1[nH]c2cc3c(cc2[nH]1)OCCO3
11) CCOc1ccccc1C(=O)N(Cc1sccc1C)C1CCS(=O)(=O)C1 (centres undefined)
12) CCOc1ccccc1C(=O)N1CCC(n2nnc3cc(C)ccc32)CC1
13) COCCn1c(-c2cccc([N+](=O)[O-])c2)nc2c1c(=O)[nH]c(=O)n2Cc1ccccc1
14) CCOCCCNC(=O)C(C)NS(=O)(=O)c1ccc(C)cc1 (centres undefined)
15) CC(/C=C1\SC(=Nc2cccnc2)NC1=O)=C\c1ccccc1
16) Cc1ccc(OCC(=O)N2N=C(c3cccnc3)CC2(O)C(F)(F)F)cc1C (centres undefined)

Screen / compound no. | 9 | 10 | 11 | 12 | 13 | 14 | 15 | 16
mIAP block | 6 | 24 | 5 | 4 | 2 | 4 | -3 | 3
NLRP3 yeast inh | 0 | 11 | -1 | -13 | -11 | 4 | 7 | 3
ATG4B inh | -10 | 5 | -4 | -9 | -6 | -11 | 18 | -5
hIAP block | -6 | 11 | 0 | -6 | 16 | -2 | -21 | -4
hIAP activ | 1.1 | 0.89 | 1 | 1.1 | 0.83 | 1 | 1.2 | 1
Apaf1 inhib | -12 | -28 | 5 | 10 | 2 | 0 | -1 | 3
TIM10 inh | -18 | 9 | 8 | -11 | 3 | 1 | 29 | 22
mIAP act | 0.94 | 0.76 | 0.95 | 0.96 | 0.98 | 0.96 | 1 | 0.97
tim10-1 inh | 11 | -8 | 17 | 12 | -3 | 8 | 16 | 32

17) Cc1ccc(C(=O)c2ccccc2C(=O)OCC(=O)NC(C)(C)C)cc1
18) Cc1cc(C)cc(C(=O)NC(CC(N)=O)c2ccc(NCC3CC3)c([N+](=O)[O-])c2)c1 (centres undefined)
19) CCCNC(=O)c1ccc(N2CCC3(CC2)CC(c2cccc(Br)c2)=NO3)c(NC(=O)c2ccc(Br)cc2)c1
20) COc1ccc(N2CCN(c3oc(-c4ccccc4OC)nc3C#N)CC2)cc1
21) O=C(Nc1ncccc1O)c1cccc(S(=O)(=O)NCc2ccccc2)c1
22) CCOc1ccc(C(=O)NC2CC(C)(C)NC(C)(C)C2)cc1
23) O=C(O)c1ccccc1NS(=O)(=O)c1ccc2ccccc2c1
24) Cc1cc2c(SCC(=O)NC3CCCCC3)ncnc2s1

Screen / compound no. | 17 | 18 | 19 | 20 | 21 | 22 | 23 | 24
mIAP block | 7 | 11 | -1 | 7 | 8 | -3 | -2 | 6
NLRP3 yeast inh | 29 | 13 | 17 | 16 | 23 | 11 | 28 | 30
ATG4B inh | 3 | 3 | -7 | 5 | -7 | -1 | 8 | -9
hIAP block | 21 | 16 | -8 | 2 | -4 | -18 | 1 | -11
hIAP activ | 0.79 | 0.84 | 1.1 | 0.98 | 1 | 1.2 | 0.99 | 1.1
Apaf1 inhib | -5 | 1 | 15 | -2 | -2 | -10 | 10 | 3
TIM10 inh | 0 | 2 | 10 | 25 | 0 | -20 | 3 | 0
mIAP act | 0.93 | 0.89 | 1 | 0.93 | 0.92 | 1 | 1 | 0.94
tim10-1 inh | 14 | -9 | -3 | 26 | -11 | -33 | 18 | -15

25) O=C(NCC1CCN(c2ccc(S(=O)(=O)N3CCOCC3)cc2)CC1)Nc1ccccc1F
26) COc1cccc(NC(=O)C2CCCN2S(=O)(=O)c2ccc3c(c2)n(C)c(=O)c(=O)n3C)c1 (centres undefined)
27) Oc1[nH]c2ccccc2c1N=Nc1nncc2ccccc12
28) CCc1ccc(NC(=O)c2noc3c2CCCCC3)cc1
29) O=C(Nc1ccc(S(=O)(=O)NC2=NCCCCC2)cc1)c1ccc([N+](=O)[O-])s1
30) Cn1cc([C@@H]2C[C@H]3CN(C4CCCC4)C(=O)[C@]34CCCN24)c(-c2ccccc2)n1
31) COc1ccc(/C(N)=N/OC(=O)c2cccs2)cc1OC
32) CC(C)c1ccc(NC(=O)C2CCCN2S(=O)(=O)c2ccccc2F)cc1 (centres undefined)

Screen / compound no. | 25 | 26 | 27 | 28 | 29 | 30 | 31 | 32
mIAP block | -72 | -4 | 2 | 0 | 5 | -2 | -3 | -24
NLRP3 yeast inh | 3 | 0 | 14 | 14 | 27 | 5 | 3 | 9
ATG4B inh | -3 | -3 | -19 | -5 | -13 | -10 | -13 | -14
hIAP block | -13 | -2 | -4 | 10 | 9 | 13 | -8 | -21
hIAP activ | 1.1 | 1 | 1 | 0.9 | 0.91 | 0.87 | 1.1 | 1.2
Apaf1 inhib | 8 | -1 | 3 | 0 | 7 | -2 | -7 | 12
TIM10 inh | 2 | -2 | -5 | 6 | 5 | 9 | 25 | 2
mIAP act | 1.7 | 1 | 0.97 | 1 | 0.95 | 1 | 1 | 1.2
tim10-1 inh | -2 | -1 | -21 | 9 | 8 | 0 | 66* | 29

Some of the entries so far, bar-delimited:
no. | SMILES | mIAP block | NLRP3 yeast inh | ATG4B inh | hIAP block | hIAP activ | Apaf1 inhib | TIM10 inh | mIAP act | tim10-1 inh
19 | CCCNC(=O)c1ccc(N2CCC3(CC2)CC(c2cccc(Br)c2)=NO3)c(NC(=O)c2ccc(Br)cc2)c1 | -1 | 17 | -7 | -8 | 1.1 | 15 | 10 | 1 | -3
20 | COc1ccc(N2CCN(c3oc(-c4ccccc4OC)nc3C#N)CC2)cc1 | 7 | 16 | 5 | 2 | 0.98 | -2 | 25 | 0.93 | 26
21 | O=C(Nc1ncccc1O)c1cccc(S(=O)(=O)NCc2ccccc2)c1 | 8 | 23 | -7 | -4 | 1 | -2 | 0 | 0.92 | -11
22 | CCOc1ccc(C(=O)NC2CC(C)(C)NC(C)(C)C2)cc1 | -3 | 11 | -1 | -18 | 1.2 | -10 | -20 | 1 | -33
23 | O=C(O)c1ccccc1NS(=O)(=O)c1ccc2ccccc2c1 | -2 | 28 | 8 | 1 | 0.99 | 10 | 3 | 1 | 18
24 | Cc1cc2c(SCC(=O)NC3CCCCC3)ncnc2s1 | 6 | 30 | -9 | -11 | 1.1 | 3 | 0 | 0.94 | -15
25 | O=C(NCC1CCN(c2ccc(S(=O)(=O)N3CCOCC3)cc2)CC1)Nc1ccccc1F | -72 | 3 | -3 | -13 | 1.1 | 8 | 2 | 1.7 | -2
26 | COc1cccc(NC(=O)C2CCCN2S(=O)(=O)c2ccc3c(c2)n(C)c(=O)c(=O)n3C)c1 (centres undefined) | -4 | 0 | -3 | -2 | 1 | -1 | -2 | 1 | -1
27 | Oc1[nH]c2ccccc2c1N=Nc1nncc2ccccc12 | 2 | 14 | -19 | -4 | 1 | 3 | -5 | 0.97 | -21
28 | CCc1ccc(NC(=O)c2noc3c2CCCCC3)cc1 | 0 | 14 | -5 | 10 | 0.9 | 0 | 6 | 1 | 9
29 | O=C(Nc1ccc(S(=O)(=O)NC2=NCCCCC2)cc1)c1ccc([N+](=O)[O-])s1 | 5 | 27 | -13 | 9 | 0.91 | 7 | 5 | 0.95 | 8

(next part)
33) CCOC(=O)Nc1ccc2c(c1)nc(CN1CCN(C(C)=O)CC1)n2C
34) O=C(CNC(=O)c1cccs1)c1ccc(Br)cc1
35) O=C(O)C1=C(C(=O)Nc2ccc(F)c(Cl)c2)CCCC1
36) CCN1C(=NCCOC)N[C@@H](c2cccc(F)c2)C(C(=O)OC)=C1C
37) CCOC(=O)C1(C(F)(F)F)N=C(c2ccccc2F)OC(N(C)C)=N1 (centres undefined)
38) O=C1COc2ccc(-c3csc(NCCc4ccccc4)n3)cc2N1
39) Cc1cc(N)n2ncc(-c3cccc(Br)c3)c2n1
40) Cc1cc(=O)[nH]c(N/N=C/c2cc(C)n(CC(F)(F)F)c2C)n1
41) Cc1ccc(N2CCN(C(=O)Nc3cccc([N+](=O)[O-])c3)CC2C)cc1 (centres undefined)
42) COC(=O)c1cc(C(=O)OCC(=O)Nc2cc(C)on2)cc([N+](=O)[O-])c1

Screen / compound no. | 33 | 34 | 35 | 36 | 37 | 38 | 39 | 40 | 41 | 42
mIAP block | -4 | 3 | -10 | 1 | -4 | -8 | -7 | -3 | 9 | -5
NLRP3 yeast inh | 2 | -6 | 21 | 7 | 7 | -4 | -18 | 3 | 34 | 11
ATG4B inh | 0 | -1 | 5 | -15 | -5 | -21 | 7 | -1 | -4 | 1
hIAP block | -22 | -8 | -11 | 5 | -18 | -20 | -22 | -21 | -2 | -2
hIAP activ | 1.2 | 1.1 | 1.1 | 0.95 | 1.2 | 1.2 | 1.2 | 1.2 | 1 | 1
Apaf1 inhib | -6 | 8 | 4 | -2 | 10 | 22 | 6 | -5 | 6 | -22
TIM10 inh | -3 | 10 | 6 | -3 | 7 | 3 | 51* | -60 | -3 | -41
mIAP act | 1 | 0.97 | 1.1 | 0.99 | 1 | 1.1 | 1.1 | 1 | 0.91 | 1.1
tim10-1 inh | -4 | -43 | 11 | 11 | -3 | 3 | 46* | -92 | 1 | -26
